Screening data: PubChem, several laboratories
PLK1 PBD inh: Plk1 polo box domain binding inhibitors, primary screen, biochemical, fluorescence polarization; Serine/threonine-protein kinase PLK1 (Homo sapiens), P53350; Plk1 PBD phosphopeptide binding; inhibition, %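 (tested at about 20 µM)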; actives 0.13% (n = 97,000); in the data active = inhibition above about 34%, passing the limit was not always enough
Target sequence (P53350 whole entry, looked up, the tested form may be a part): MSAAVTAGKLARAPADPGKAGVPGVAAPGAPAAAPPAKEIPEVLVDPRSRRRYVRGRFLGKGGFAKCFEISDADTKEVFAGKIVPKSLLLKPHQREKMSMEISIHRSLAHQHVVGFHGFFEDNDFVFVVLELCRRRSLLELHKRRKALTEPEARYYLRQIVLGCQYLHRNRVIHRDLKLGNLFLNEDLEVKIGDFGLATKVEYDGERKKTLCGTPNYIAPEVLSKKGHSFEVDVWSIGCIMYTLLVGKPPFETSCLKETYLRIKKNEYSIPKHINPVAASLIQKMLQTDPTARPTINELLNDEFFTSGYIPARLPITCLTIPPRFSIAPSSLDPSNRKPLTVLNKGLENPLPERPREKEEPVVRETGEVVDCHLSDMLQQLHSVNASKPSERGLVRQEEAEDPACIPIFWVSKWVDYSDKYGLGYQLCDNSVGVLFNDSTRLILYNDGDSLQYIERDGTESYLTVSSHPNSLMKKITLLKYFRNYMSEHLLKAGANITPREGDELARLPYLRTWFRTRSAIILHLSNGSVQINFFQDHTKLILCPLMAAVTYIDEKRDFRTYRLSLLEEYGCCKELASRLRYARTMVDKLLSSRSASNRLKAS
S1P2 ag: S1P2 receptor agonists, primary screen, cell-based. S1P2-expressing cell line, agonist reporter read-out. AID 729, 2007. Sphingosine 1-phosphate receptor 2 (Homo sapiens), O95136. activation, % at 4.5 µM. actives 0.46% (n = 97,000); in the data active = activation above about 16%;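 also: 0% = vehicle low control and 100% = maximal reference agonist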
Target sequence (O95136 whole entry, looked up): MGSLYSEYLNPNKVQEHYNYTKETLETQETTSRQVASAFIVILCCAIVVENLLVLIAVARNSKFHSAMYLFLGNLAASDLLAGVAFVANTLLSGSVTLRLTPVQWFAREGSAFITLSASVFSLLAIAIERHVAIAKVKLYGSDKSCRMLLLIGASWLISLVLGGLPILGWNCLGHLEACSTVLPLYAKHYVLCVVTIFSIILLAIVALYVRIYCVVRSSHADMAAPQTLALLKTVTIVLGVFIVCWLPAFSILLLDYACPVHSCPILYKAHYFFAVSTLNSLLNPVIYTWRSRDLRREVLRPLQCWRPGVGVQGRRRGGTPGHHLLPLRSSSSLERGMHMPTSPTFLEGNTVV
S1P2 blocker: human S1P2 receptor antagonists, primary screen, cell-based; cell-based S1P2 antagonist assay, inhibition at 5 uM; actives 0.21% (n = 97,000); inhibition, % at 5 µM; Sphingosine 1-phosphate receptor 2 (Homo sapiens), O95136; in the data active = inhibition above about 45%;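 also: CRE beta-lactamase reporter cells expressing human S1P2 stimulated with S1P; 0% = agonist at EC80 alone and 100% = agonist plus reference antagonist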
HIV Rev-RRE inh: HIV-1 Rev-RRE binding inhibitors, primary screen, biochemical, FRET, protein-RNA interaction; P05866; Rev peptide-RRE RNA binding; inhibition, % at 8 µM; actives 0.79% (n = 97,000); AID 704, 2007;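 active = inhibition above the screen-wide mean plus 3 SD, cut at about 35% in these data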;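 also: 0% = median DMSO wells and 100% = median Neomycin B control wells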
Target sequence (P05866 whole entry, looked up): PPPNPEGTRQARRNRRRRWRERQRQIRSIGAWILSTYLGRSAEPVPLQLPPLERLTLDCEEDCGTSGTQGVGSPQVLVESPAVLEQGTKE
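Test system: Cy5-tagged RRE RNA duplex with fluorescein-tagged Rev peptide | Read-out: % inhibition of FRET ratio versus controls | Probe or stimulus: Labelled Rev peptide | Incubation: 5 min RNA-compound premix plus 15 min binding step, 25 °C | Technique: FRET fluorescence readout | Benchmarks: DMSO low control, neomycin B high control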
PLK1 inh: human PLK1 kinase inhibitors, primary screen, biochemical, TR-FRET; Serine/threonine-protein kinase PLK1 (Homo sapiens), P53350; recombinant PLK1 kinase, TR-FRET peptide phosphorylation; actives 0.53% (n = 97,000); inhibition, % at 10 µM;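 active = inhibition of 50% or more in the single-concentration screen; inactive = inhibition below 50%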;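 also: 0% = DMSO max control and 100% = H-89 dihydrochloride min control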
PLAP act: PLAP enzyme activators, biochemical, luminescence, HTS; purified PLAP enzyme, luminescent substrate read-out; stronger effect = higher value; Alkaline phosphatase, placental type (Homo sapiens), P05187; actives 1.2% (n = 96,000); activation fold at 20 µM; in the data active = activation fold above about 2
FAK inh: FAK kinase inhibitors, primary screen, biochemical; Focal adhesion kinase 1 (Homo sapiens), Q05397; biochemical FAK kinase activity assay; inhibition, %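 (tested at 7 µM)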; actives 0.84% (n = 97,000); AID 727, 2007; in the data active = inhibition above about 19%;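 also: 0% = DMSO and 100% = reference compound high control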
MT1-MMP txn act: MT1-MMP promoter reporter activation – cell-based, luciferase luminescence, primary screen; HT1080 MT1-MMP promoter luciferase reporter, overnight; stronger effect = higher value; activation factor at 10 µM; actives 0.16% (n = 86,000); AID 750, 2007;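 active = activation factor of at least 2 for MT1-MMP transcription at 10 µM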
EphB4 antag: EphB4-ephrin-B2 interaction antagonists, primary screen, biochemical, TNYL-RAW peptide probe, fluorescence polarization. Ephrin type-B receptor 4 (Homo sapiens), P54760. EphB4 LBD / TNYL-RAW-Alexa532 peptide. inhibition, % at 7 µM. actives 0.15% (n = 97,000). AID 720, 2007;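 active = inhibition above the screen-wide mean inhibition plus 3 SD, cut at about 15% in these data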;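 also: 0% = DMSO wells and 100% = excess unlabeled TNYL-RAW peptide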
The depositor's hits bear a star; nt = no result given.

Sample of the layout (2 entries):
smiles	PLK1 PBD inh	S1P2 ag	S1P2 blocker	HIV Rev-RRE inh	PLK1 inh	PLAP act	FAK inh	MT1-MMP txn act	EphB4 antag
C=CCn1c(CSCc2ccccc2)nnc1SCC(=O)NCc1ccccc1	11	-3	6	3	-18	1.2	1	nt	5
C=C(C)COc1ccc(-c2n[nH]c(C)c2-c2ccccc2OC)c(O)c1	-1	-3	-3	9	-5	1	-1	1	-2

All compounds of this part, from the first entry:
smiles	PLK1 PBD inh	S1P2 ag	S1P2 blocker	HIV Rev-RRE inh	PLK1 inh	PLAP act	FAK inh	MT1-MMP txn act	EphB4 antag
C=CCn1c(CSCc2ccccc2)nnc1SCC(=O)NCc1ccccc1	11	-3	6	3	-18	1.2	1	nt	5
C=C(C)COc1ccc(-c2n[nH]c(C)c2-c2ccccc2OC)c(O)c1	-1	-3	-3	9	-5	1	-1	1	-2
Nc1nnnn1/N=C/c1cccc(Oc2ccccc2)c1	-8	-1	8	7	-5	0.8	-6	1	2
O=C(O)CCC(=O)OCC1CCCCC1	13	-2	-17	5	-33	0.9	1	1.1	-2
CC(NC(=O)CSc1nnc(COc2ccccc2)o1)c1ccccc1 (stereo unspecified)	-3	0	13	2	-6	0.8	-1	1.2	0
Cc1ccc2cc(/C=C3\N=C(c4ccccc4)OC3=O)c(N3CCOCC3)nc2c1	-21	-5	9	39*	-15	1.4	-3	nt	-1
CCOc1ccccc1N1CCN(c2nc3ccccc3nc2C(C#N)C(=O)OC)CC1 (stereo unspecified)	-12	-2	14	13	-4	1.3	-7	1	-1
CCCCn1c(NCc2ccccc2NS(=O)(=O)c2ccc(C)cc2)nc2ccccc21	-10	-3	17	9	-4	1.2	-4	nt	-3
O=C(CN1C(=O)c2cccc3cccc1c23)NCc1ccc2c(c1)OCO2	-16	-2	3	4	-6	1	0	1.2	0
C=CCSc1nnc(-c2c[nH]c3ccccc23)n1CC	5	-3	1	0	61*	0.8	-6	1.1	-7
CC1CCCc2sc3nc(NCc4ccco4)n4ncnc4c3c21 (stereo unspecified)	-10	-9	-15	8	-7	nt	4	1	4
COC(=O)CSc1nnc(C)n1-c1cccc(C#N)c1	-11	-5	-3	7	1	0.9	0	1	-5
Cc1ccccc1OCC(=O)Nc1cccc(N(C)S(C)(=O)=O)c1	-1	-3	11	5	-5	1.2	-9	1.2	2
CC(C)OCC(O)CS(=O)(=O)Cc1ccccc1 (stereo unspecified)	2	-3	-93	7	-3	1.1	0	1	-1
O=C(/C=C/c1ccc([N+](=O)[O-])cc1)NCc1cccnc1	16	-7	12	11	-11	1	8	nt	5
Cc1cc(Br)c2[nH]c3c(c2c1)CCCC3=O	-4	0	-11	12	3	0.9	3	1.1	-10
COc1ccc(OCc2nn3c(-c4cccc(OC)c4)nnc3s2)cc1	19	-10	-13	11	-5	0.8	4	1.3	-4
COC(=O)CC(C(=O)Nc1cc(C(=O)OC)cc(C(=O)OC)c1)N1CCN(C)CC1 (stereo unspecified)	10	-2	3	2	-2	nt	0	1	-1
COc1ccccc1C(c1nnnn1Cc1ccco1)N1CCN(c2cccc(C)c2C)CC1 (stereo unspecified)	-20	1	-15	5	-9	nt	0	1	2
O=S(=O)(c1ccc2ccccc2c1)N1CCN(S(=O)(=O)N2CCCCC2)CC1	3	-5	0	10	-7	1	-1	1.3	5
COc1cc(C2C(C(=O)OC(C)C)=C(C)Nc3ncnn32)cc(OC)c1OC (stereo unspecified)	-9	1	-12	-2	81*	1.5	-1	1	-9
CCOc1ccc(NC(=O)CSc2nnc(C3CC3)n2N)cc1	22	-12	-2	2	-8	0.8	-4	1	-7
COc1ccc(-c2cc(C(F)(F)F)nc(N3CCN(c4ccc(F)cc4)CC3)n2)cc1OC	-17	-2	-38	10	-4	0.9	0	nt	-1
Cc1oc(-c2ccccc2F)nc1CN1CCC(C(=O)NC2CCCc3ccccc32)CC1 (stereo unspecified)	-22	-7	15	10	-16	2*	1	nt	4
COc1ccc(CCNC2=C(Cl)C(=O)N(CCc3ccc(OC)c(OC)c3)C2=O)cc1OC	0	-3	17	13	3	1.1	-2	0.9	-3
Cc1cc(C)n2nc(C(=O)OCC(=O)c3cc(C)n(C)c3C)nc2n1	6	-6	14	0	-10	1.3	6	1.2	6
c1coc(CN2CN=C(Nc3nc4ccccc4s3)NC2)c1	-2	-4	4	2	-1	1	1	1.4	7
N#CC(c1ccc(F)cc1)c1ccc(C(=O)c2ccccc2)cc1 (stereo unspecified)	-5	1	-25	24	-6	nt	0	0.9	-1
O=C(CC(NC(=O)c1ccccc1Cl)c1ccccc1)Nc1ccc2c(c1)OCO2 (stereo unspecified)	-6	-7	10	5	-4	1	7	nt	-3
Cc1ccc2oc(C(=O)Nc3c(C)n(C)n(-c4ccccc4)c3=O)c(C)c2c1	-3	-2	22	6	-6	nt	4	1.1	-1
Cc1ccc(C(=O)N/C(=C\c2ccco2)C(=O)NCC2CCCO2)cc1C (stereo unspecified)	3	-4	-8	-1	-12	1.2	1	nt	-2
CC(C)C[C@@H]1NC(=O)N(CCN2CCOCC2)C1=O	3	-6	3	4	-7	0.9	-4	1.1	-8
Nc1ncnc2nc(SCCN3CCCCC3)[nH]c12	10	-4	-8	4	-5	1	0	1.1	-9
CCCN1C(=O)/C(=C/c2cc(C)n(C)c2C)SC1=Nc1ccc(OC)cc1	0	-7	-22	1	-10	1	0	nt	0
CCCCCSc1nncc(=O)[nH]1	16	-1	17	8	6	0.9	1	nt	4
Cc1ccc(NC(=O)COc2nc(C)cs2)cc1	1	1	-3	3	-13	0.7	1	1.1	-8
Cn1cc(S(=O)(=O)CC(=O)N2CCc3ccccc32)c2ccccc21	-4	-1	-8	2	-11	0.8	-5	1	1
Fc1ccc2c(c1)[C@H]1OCC[C@H]1[C@@H](c1ccco1)N2	17	-2	7	6	-8	nt	1	1.2	-2
O=C(NCC(=O)N(c1cccnc1)C(C(=O)NCc1ccco1)c1ccccc1)c1ccco1 (stereo unspecified)	-11	-5	12	5	-10	1.3	8	1.2	10
O=C(CCCC(=O)N(CC(=O)NC1CCCCC1)Cc1ccc2c(c1)OCO2)Nc1ccccn1	7	1	-9	2	-9	1.5	2	1.1	-3
CC(=O)c1ccc(NC(=O)C2CCCN2S(=O)(=O)c2cccc3cccnc23)cc1 (stereo unspecified)	-1	-2	4	10	3	1	-8	1	1
CN(C1CCCCC1)S(=O)(=O)c1ccc(S(=O)(=O)N2CCN(C(=O)c3ccccc3F)CC2)cc1	4	-1	-1	1	2	0.9	-2	1.1	0
O=[N+]([O-])c1ccccc1-c1ccc(/C=N/n2cnnc2)o1	-7	-5	11	5	-7	0.9	6	nt	-9
O=C(NCc1cccnc1)c1ccc(CS(=O)(=O)c2ccc(Br)cc2)o1	14	-2	-8	-4	4	0.9	-3	1.1	-3
O=C(NCc1ccccn1)c1c(O)c2c([nH]c1=O)CCCC2	-5	-3	13	4	-8	1	-4	1	-2
O=C(NCN1C(=O)C2C3C=CC(C3)C2C1=O)OC1CCCCC1 (stereo unspecified)	7	-5	-4	-1	-2	1	-1	1.1	-3
CCC(=O)N(C)/C=C1\Sc2ccccc2C1=O	-11	-8	-3	10	-5	1.2	7	1.3	4
O=C1NCCN1CCNS(=O)(=O)c1ccc2ccccc2c1	-8	-7	20	5	-7	0.9	-7	1	2
O=C(O)c1cc(-c2ccco2)[nH]n1	23	-2	7	12	-7	nt	2	1.2	3
CC1CCCCN1S(=O)(=O)c1ccc(S(=O)(=O)N2CCN(c3ccccc3)CC2)cc1 (stereo unspecified)	6	-6	-14	10	-29	0.6	0	1.2	-27
CCNC(=O)CC1C(=O)N(c2ccc(C)cc2)C(=O)N1Cc1ccccn1 (stereo unspecified)	-10	-2	-3	5	-9	0.9	1	1.1	-1
O=C(Nc1ncc(Cc2cc(Cl)ccc2Cl)s1)c1ccc([N+](=O)[O-])cc1	-1	-3	-6	0	-16	0.9	1	nt	2
CN(C)S(=O)(=O)N(Cc1ccc(Br)cc1)c1ccccc1	-5	0	-2	15	-12	1.1	-1	1	1
CCOC(=O)CNC(=O)CNC(=O)Cn1ccc2ccccc2c1=O	40	-4	-5	8	-9	1.2	-2	1	-1
O=S(=O)(O)c1nc2ccccc2n1Cc1ccc(Cl)cc1Cl	-21	-1	16	1	-10	1.3	-4	1.1	4
COc1cccc(-c2csc(N3CCN(C(=S)Nc4ccc(Cl)cc4)CC3)n2)c1	24	-6	-15	-1	-4	1	1	nt	-5
C/C(Cn1cnc([N+](=O)[O-])n1)=N\NC(=O)c1ccc(F)cc1	-16	-5	12	7	-6	nt	1	1.2	-7
COc1ccc([N+](=O)[O-])cc1NC(=O)CC(C)c1ccccc1 (stereo unspecified)	-28	-4	17	7	4	0.9	-2	nt	-7
CN(C)CCNCc1ccccc1OC1CCCC1	-14	-1	-13	-5	-11	1	1	1.1	-6
Cc1ccc(Sc2c(C)nn(C(=O)c3cccc(S(=O)(=O)N4CCOCC4)c3)c2C)cc1	-23	-6	-14	-5	-1	1.9	2	1.1	-2

An excerpt from above in order of their number in FAK inh, descending.
| SMILES | FAK inh |
| --- | --- |
| CCNC(=O)CC1C(=O)N(c2ccc(C)cc2)C(=O)N1Cc1ccccn1 (stereo unspecified) | 1 |
| CC1CCCCN1S(=O)(=O)c1ccc(S(=O)(=O)N2CCN(c3ccccc3)CC2)cc1 (stereo unspecified) | 0 |
| O=S(=O)(O)c1nc2ccccc2n1Cc1ccc(Cl)cc1Cl | -4 |

(next part)
smiles	PLK1 PBD inh	S1P2 ag	S1P2 blocker	HIV Rev-RRE inh	PLK1 inh	PLAP act	FAK inh	MT1-MMP txn act	EphB4 antag
Cc1nc2scc(-c3ccccc3)c2c(=O)o1	-11	-3	7	0	3	1.2	-8	0.9	2
CC12CCC(C(=O)N(NC(=O)c3ccc(O)cc3)C1=O)C2(C)C (stereo unspecified)	2	-1	14	9	-15	1	5	nt	3
Nc1nonc1-n1nnc(C(=O)O)c1-c1cccs1	-4	-5	8	6	2	0.9	-3	1.3	12
CC(C)(C)NC(=O)CN(C(=O)CNC(=O)c1cccs1)c1ccc2c(c1)OCCO2	-22	-4	10	1	-9	1	-8	nt	6
CCOC(=O)c1cccc(C(=O)Oc2ccccc2)n1	3	-1	-20	0	-27	1	1	1.3	3
CCOc1ccc(-c2cc(C(=O)N3CCN(c4ccccn4)CC3)c3ccccc3n2)cc1	-10	-5	-5	2	-12	0.9	-2	0.9	10
Cc1ccc(C(=O)CSc2nnc(CNc3ccc(C)cc3C)n2Cc2ccco2)cc1	1	-3	20	8	-8	1.4	8	1.2	4
CCOC(=O)CSc1nc2ccsc2c(=O)n1C1CCN(C(=O)OCC)CC1	0	-10	8	5	9	1.2	-1	1.1	-2
O=C(NCC1CCN(c2ccc(S(=O)(=O)N3CCOCC3)cc2)CC1)c1cccc(Cl)c1	-17	-7	9	12	-6	1.8	0	1.4	0
O=C(CSc1n[nH]c(-c2ccccc2)n1)NC(=O)NCc1ccco1	-1	-5	-4	4	9	1.9	7	1.1	2
Cc1ccc(F)cc1NC(=O)Cc1nn(C)c(=O)c2ccccc12	0	-2	35	-3	-11	1.1	-4	1.1	-4
CCN(CC)C(=O)CSc1nc2ccccc2c(=O)n1OC	18	3	6	2	-13	1.3	1	1	0
CSCCC(C(=O)O)N1C(=O)c2ccc(C(=O)O)cc2C1=O (stereo unspecified)	-10	-2	-7	2	-7	0.9	-2	1.3	5
